IEC-6 tox: IEC-6 cytotoxicity, counter-screen for KLF5 inhibitors; luminescence viability; inhibition, % at 5 µM; 290,000 tested, 0.78% active; AID 1825; in the data active means inhibition above about 22%;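 further: 0% = plate median of test compound wells and 100% = cytotoxic reference compound wells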
HSF1 inh: HSF1 inhibition; 300,000 tested, 0.77% active; activity change, negative = inhibition, % at 7.5 µM (by protocol); AID 2098; NIH3T3-HGL HSE-luciferase, MG132-induced, luminescence 8 h; active compounds read low;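 active means more than half of replicate wells show activity change below -50%, luminescence cut by over half; inconclusive means some wells, but at most half, below -50%; inactive means no replicate well below -50%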;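 further: luciferase reports HSF-1 transcriptional activity via heat shock element; 0% = median of DMSO wells and -100% = zero luminescence signal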
Platelet DG rel: modulates dense granule release in human platelets; AID 1663; human platelet-rich plasma, SFLLRN dense granule ATP release, luminescence; inhibition, %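 (compounds screened at 7.5 µM in platelet-rich plasma)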; 300,000 tested, 0.22% active;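 active means mean replicate score, as percent of positive control, at or above 50; inconclusive means mean below 50 but at least one replicate at or above 50; inactive means mean and every replicate below 50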
HSF-1 act: increases HSF-1 driven luciferase reporter signal; NIH3T3-HGL HSF-1 luciferase reporter, MG132, 8 h; 100% = twice DMSO control signal; activation, % at 9 µM; 300,000 tested, 1.7% active; AID 504408;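 active means mean replicate activation of at least 50% with a set share of replicates each reaching 50%; inconclusive means only one of those two conditions met; inactive means mean below 50% and too few replicates reaching it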;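 further: 0% = median of the neutral control wells and 100% = twice that signal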
KLF5 inhibitor: inhibitors of KLF5 expression. DLD-1 KLF5 promoter-luciferase reporter, luminescence. inhibition, % at 5 µM. 290,000 tested, 0.23% active. AID 1700;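 active means inhibition above a per-plate limit of that plate's mean compound inhibition plus 3 SD, cut at about 60% in these data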;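 further: 0% = DMSO wells and 100% = LY294002 at 200 µM; higher means less KLF5 promoter-driven luciferase light; inactives centre near -14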
aSyn UTR inh: 5' untranslated region of α-synuclein, MLPCN primary screen | alpha-synuclein 5'UTR reporter, inhibitor activity | inhibition, % (tested at 7.5 µM) | 300,000 tested, 0.82% active | AID 1813; in the data active means inhibition above about 60%; inconclusive means no clear call, values can overlap the other calls;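 further: H4 neuroglioblastoma cells stably carrying SNCA 5'UTR luciferase fusion; 0% = DMSO wells and 100% = positive control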
HDAC3 inhib: inhibitors of human histone deacetylase 3; recombinant HDAC3, fluorogenic peptide/trypsin coupled, fluorescence; inhibition, % at 8.3 µM; 320,000 tested, 0.15% active; in the data active means inhibition above about 26%, passing the limit was not always enough; inconclusive means no clear call, values can overlap the other calls
Target sequence (O15379 whole entry, looked up): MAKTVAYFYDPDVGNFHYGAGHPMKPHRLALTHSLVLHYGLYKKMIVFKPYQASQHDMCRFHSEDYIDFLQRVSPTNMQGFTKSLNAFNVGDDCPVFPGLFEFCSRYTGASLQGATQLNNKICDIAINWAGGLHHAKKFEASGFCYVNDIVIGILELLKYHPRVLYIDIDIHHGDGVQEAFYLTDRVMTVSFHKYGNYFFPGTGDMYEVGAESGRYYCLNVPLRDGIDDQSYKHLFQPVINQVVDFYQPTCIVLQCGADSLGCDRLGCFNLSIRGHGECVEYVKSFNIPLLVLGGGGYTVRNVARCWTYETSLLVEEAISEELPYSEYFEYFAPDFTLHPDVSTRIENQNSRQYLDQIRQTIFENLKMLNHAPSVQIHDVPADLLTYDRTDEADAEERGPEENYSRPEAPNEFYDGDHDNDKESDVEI
HSP90 inh: inhibitors of HSP90 luciferase refolding in rabbit reticulocyte lysate; luciferase refolding luminescence, 3 h; inhibition, % at 5.6 µM; 290,000 tested, 0.91% active; AID 1789;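 active means inhibition above the screen-wide mean plus 3 SD, computed separately per campaign, cut at about 16% in these data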;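 further: 0% = DMSO wells and 100% = 60 µM geldanamycin wells; inhibitors lower the luminescence because luciferase stays unfolded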
HIF activator: HIF pathway transcriptional activation; U2OS HRE-luciferase reporter, luminescence; normalized: DMSO 0%, desferrioxamine 100%; activation, % at 7.5 µM (by protocol); 300,000 tested, 0.32% active; AID 1910;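 active means mean activation of at least 10% of the iron chelator positive control signal, with at least half of replicates also reaching 10%; inconclusive means mean and replicate majority disagree about reaching 10%; inactive means mean and most replicates under 10%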
AI-2 QS modul: modulators of Vibrio harveyi AI-2 quorum sensing system. Vibrio harveyi JMH597 AI-2 luminescence/OD600 ratio, 9 h; active compounds read low; strain lacks LuxN and CqsS sensors; 0 = neutral-control median. activity change, % at 7.5 µM. 300,000 tested, 0.4% active. AID 2094; in the data active means activity change below about -75%, passing the limit was not always enough; inconclusive means no clear call, values can overlap the other calls;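 further: luminescence divided by OD600 gain over 9 h not by final OD600 alone; inactives centre near 13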
The depositor's hits bear a star; ? = inconclusive; · = no result given.

SMILES	IEC-6 tox	HSF1 inh	Platelet DG rel	HSF-1 act	KLF5 inhibitor	aSyn UTR inh	HDAC3 inhib	HSP90 inh	HIF activator	AI-2 QS modul
Cn1c(=O)c2c(ncn2CCC(=O)N/N=C/c2ccccc2)n(C)c1=O	7	1	4	7	-8	16	1	3	-0.3	-1
CC(C)OC(=O)/C(=C/c1ccc(Br)cc1)NC(=O)c1ccco1	3	6	-3	4	-22	10	-3	-2	0.0	8
Cn1cc(CN2CCc3ccccc3C2)c2ccccc21	2	-47	4	-58	-7	-40	2	7	-0.1	22
CCC1(CC)NC(=S)N(Nc2ccccc2)C1=O	-5	-7	4	-10	-12	27	2	1	-0.2	8
CS(=O)(=O)N(CC(=O)NCCSC1CCCCC1)c1ccccc1	0	-2	-3	6	-18	-4	-8	1	0.1	12
C=CCN1C(=O)C(CC(=O)Nc2ccc(C)cc2)SC1=Nc1c(C)n(C)n(-c2ccccc2)c1=O (centres undefined)	8	-5	0	-29	-16	30	4	0	-0.2	-2
CCCc1nnc(SCC(=O)Nc2ccc(OC)cc2)o1	0	-6	17	-6	-2	-14	-8	-5	0.0	17
COc1ccccc1-c1nnc(SCC(=O)Nc2ccc3[nH]c(=O)[nH]c3c2)n1N	·	-4	-6	2	·	11	-3	·	-0.7	·
CC(=O)N(Cc1cccnc1)Cc1cc2ccccc2[nH]c1=O	0	-7	-2	-4	-45	-17	-1	-3	0.0	16
CNC(=O)OCCSCCS(=O)(=O)c1ccc(Cl)cc1	-5	-3	-2	-9	-33	-15	-3	0	-0.1	16

Compound profiles, as listed above. Order of screens: IEC-6 tox, HSF1 inh, Platelet DG rel, HSF-1 act, KLF5 inhibitor, aSyn UTR inh, HDAC3 inhib, HSP90 inh, HIF activator, AI-2 QS modul
CNC(=O)OCCSCCS(=O)(=O)c1ccc(Cl)cc1 as listed: -5, -3, -2, -9, -33, -15, -3, 0, -0.1, 16
Cn1c(=O)c2c(ncn2CCC(=O)N/N=C/c2ccccc2)n(C)c1=O as listed: 7, 1, 4, 7, -8, 16, 1, 3, -0.3, -1

Additional entries follow.
SMILES	IEC-6 tox	HSF1 inh	Platelet DG rel	HSF-1 act	KLF5 inhibitor	aSyn UTR inh	HDAC3 inhib	HSP90 inh	HIF activator	AI-2 QS modul
COc1ccc(CNC(=O)[C@@H]2CC=C[C@@H]3CCN(Cc4ccccc4)C(=O)[C@@H]32)cc1	·	-1	-6	-4	·	-8	-7	·	-0.5	4
CC(NC(=O)CSc1ccccc1C(=O)O)C1CC2CCC1C2 (centres undefined)	9	-6	-6	-9	-29	2	3	7	-0.8	-5
Cc1cccc(-n2c(Cc3ccccc3)nnc2SCc2ccc([N+](=O)[O-])cc2)c1	-5	17	8	36	12	16	2	5	0.0	13
Cc1nc2cc(NC(=O)Nc3ccc(Br)cc3)ccc2o1	1	19	1	58*	-152	-192	-3	-2	2.6	13
COc1ccc(C(=O)C2CCCN(C(=O)c3cccc(N(C)C)c3)C2)cc1OC (centres undefined)	5	-1	-1	2	-20	39	8	-4	-0.6	-12
CC(=O)c1cn(CC(=O)Nc2ccccc2F)c2ccccc12	3	-8	10	-11	-14	6	-1	-2	-2.9	·
CC(=O)NCCc1nc2ccccc2n1CCCCOc1ccccc1	7	18	-5	54*	-23	3	4	10	2.9	-15
COc1ccc(S(=O)(=O)N2CCC(NC(=O)C(Cc3cccc(OC)c3OC)NC(C)=O)CC2)cc1 (centres undefined)	-2	-42	-3	-54	-23	-6	-2	-2	-0.3	3
COC(=O)NC1c2ccccc2Oc2ccc(C)cc21 (centres undefined)	1	4	3	-3	-17	12	-2	-3	0.2	3
C/C=C(/C)C(=O)Nc1cccc(C2=NOC3(C2)C[C@H](C(N)=O)N(C(=O)c2ccc(Cl)cc2)C3)c1 (some centres undefined)	·	0	-1	-2	·	25	5	·	-0.3	27
COc1ccc(C2NC(=O)C(=O)/C2=C(\O)c2ccc(Cl)cc2)cc1OC (centres undefined)	-2	0	0	13	-37	6	?	-3	0.5	14
Cc1nc2ccc([N+](=O)[O-])cc2c(=O)n1Cc1cccc(Br)c1	4	-1	-13	1	-11	21	-1	5	-16	26
O=C(/C=C/c1cccc2ccccc12)N1CCOCC1	5	9	0	19	-36	-63	-5	0	3.0	15
COc1cc(/C=C/C(=O)OCC(=O)Nc2ccc(C)c(S(=O)(=O)N3CCCCC3)c2)ccc1O	4	4	8	16	-21	-3	8	-2	-0.6	25
COC(=O)C1=C(C)N(Cc2ccco2)C(=O)C1	-2	-60*	8	-69	-4	-4	9	3	0.0	14
Cc1cc(OC(C)C)nc(NCc2ccccc2)n1	2	-3	4	-6	17	-13	-1	-3	1.0	15
CCCC12CN3CC(CCC)(CN(C1)C3C(O)C(O)C(O)CO)C2=O (centres undefined)	-8	-3	5	-12	-6	6	-7	3	-0.3	18
CCS(=O)(=O)N1CCCC(C(=O)NCCCOC(C)C)C1 (centres undefined)	0	11	2	21	-14	16	4	0	-0.6	7
Cn1c(C(=O)N2COCC2(C)C)cc2c(=O)n3ccccc3nc21	4	14	-5	39	-57	-81	-58	4	2.5	2
CCOc1ccc(S(=O)(=O)N/N=C2/CCCC(=O)C2)cc1	-9	2	1	6	-15	2	13	1	0.1	21
COc1cccc(CN(C(=O)c2ccccc2)C2CCS(=O)(=O)C2)c1 (centres undefined)	4	-4	1	0	-35	2	1	3	0.4	14
CC(=O)Nc1cc(C(=O)N(C)Cc2ccccc2)ccc1S(=O)(=O)c1ccc(C)cc1	-4	6	10	7	-18	-18	0	-4	-0.2	10
CCOc1ccc(CN(C)CC(=O)NCc2ccccc2Cl)cc1	-1	6	1	16	-18	10	3	2	0.1	2
COC(=O)N1C/C=C\C(c2ccc(OC)cc2)N(Cc2ccc(F)cc2)C(=O)C1 (centres undefined)	·	-9	-2	·	·	3	2	·	0.3	28
Cc1cc(N2CCN(C)CC2)nc(N2CCOCC2)n1	6	-2	2	-20	-25	3	3	6	0.0	7
CCC/C(=N\NC(=O)c1ccc(OC)c(OC)c1)c1ccccc1	-3	-6	-15	1	-21	-6	-2	3	0.2	4
CCOC(=O)c1cc(C)sc1NC(=O)CN1CCN(C(=O)C2CCCO2)CC1 (centres undefined)	1	-2	9	-2	-4	1	3	-2	0.1	47
CC1CCC(NC(=O)C2c3ccccc3C(=O)N2Cc2ccc3c(c2)OCO3)CC1 (centres undefined)	3	-1	-13	-9	12	-3	-1	4	-0.7	-2
COc1cc(/C=C(\C#N)C(=O)N2CCOCC2)ccc1OCc1ccccc1	-1	15	0	16	-20	-120	-2	2	4.1	15
Cc1ccccc1Cn1c(=O)[nH]c2ccccc21	·	-11	4	-5	·	18	-3	·	-0.2	-2
Cc1cc(S(=O)(=O)N2CCCOC2CNC(=O)C(=O)NCCCN2CCOCC2)ccc1F (centres undefined)	-5	-2	-6	-2	-24	-20	-1	-6	-0.2	2
COc1ccc(/C=C\C(=O)NCC(=O)N/N=C/c2ccc(O)cc2O)cc1	0	5	-1	-1	2	-1	9	-2	0.1	4
Cc1cccn2c(=O)c(/C=C3\SC(=S)NC3=O)c(NCCCN3CCOCC3)nc12	2	-2	-4	-2	1	21	-2	1	-0.4	17
CC(NC(=O)c1cc2cc(Br)ccc2oc1=N)c1ccccc1 (centres undefined)	6	-1	3	-9	-2	0	-4	4	-0.9	3
CCN(CC)S(=O)(=O)c1ccc2[nH]c(=O)cc(C(=O)Nc3ccc(C)cc3)c2c1	-3	-1	-14	4	2	12	7	5	-0.3	26
CCC(C)NC(=O)Nc1ccccc1C (centres undefined)	-4	-10	0	2	-5	-22	3	0	0.0	-5
COc1cc(OC)cc(C(=O)Nc2ccc(S(=O)(=O)Nc3cnc4ccccc4n3)cc2)c1	·	6	-1	24	·	10	-11	·	-0.3	12
Nc1ccccc1SC1CC(=O)N(Cc2ccccc2)C1=O (centres undefined)	-11	10	2	-3	-23	-21	9	-1	-0.1	32
O=c1ccc2cc(S(=O)(=O)Nc3ccccc3F)ccc2o1	6	2	-12	2	-31	-7	-1	3	-0.7	4
Cc1ccc(C(O)P(=O)(OC(C)C)c2ccc(N(C)C)cc2)cc1 (centres undefined)	0	-3	12	-3	-16	-1	0	-2	-1.3	-3
CCCN(C(=O)CSc1nc2cc(S(=O)(=O)N(CC)CC)ccc2o1)C1CCS(=O)(=O)C1 (centres undefined)	·	-5	-3	1	·	7	·	·	0.1	18
CC1(C)Cc2c(sc(NC(=O)c3ccc4ncsc4c3)c2C(N)=O)C(C)(C)N1	3	-53*	17	-54	-61	-38	-2	12	0.1	15
Cc1nc(NCCc2ccccc2F)c(C#N)c(C)c1[N+](=O)[O-]	4	3	-6	10	-12	31	4	2	-0.2	14
Cc1cc(C)n2nc(SC3CCCCN(C(=O)c4ccc(F)cc4)C3=O)nc2n1 (centres undefined)	-4	-2	-2	7	-28	-29	-1	1	0.0	16
COc1ccc(CC(=O)c2ccc(O)cc2O)cc1	-1	9	1	21	-97	-85	8	-2	1.8	-50
CCCCCNCc1cccn1C	0	-3	-3	-11	-37	18	-5	3	0.0	-13
CCOc1cc(C2C(C(=O)c3ccc(C)cc3)=C(C(=O)OC)Nc3nnnn32)ccc1O (centres undefined)	2	-4	-2	4	-13	-19	-1	4	0.2	19
CCCOc1ccc(N2C(=O)CC(N3CCCC(C(=O)N4CCCC4)C3)C2=O)cc1 (centres undefined)	-2	-4	10	46	-17	9	4	3	-0.3	14
O=C(Cn1cnc2ccccc21)Nc1ccc(SC(F)F)cc1	10	-1	1	-1	-55	-10	-4	2	0.5	42
O=C(Cn1nc(Cc2cccnc2)c2ccccc2c1=O)NCc1ccc2c(c1)OCO2	3	-4	-3	-19	-10	-10	4	2	-0.2	15
Other entries.
SMILES	IEC-6 tox	HSF1 inh	Platelet DG rel	HSF-1 act	KLF5 inhibitor	aSyn UTR inh	HDAC3 inhib	HSP90 inh	HIF activator	AI-2 QS modul
CC(=O)C1C(=O)c2c(cccc2[N+](=O)[O-])C1=Nc1ccccc1C (centres undefined)	1	-2	6	5	1	-73	-6	-1	1.9	-5
Cc1ccc(C#CC[N+]2(C)CCCCC2)cc1	4	-9	-12	10	-45	-1	2	3	0.0	16
Cc1ccc(NC(=O)C2=CCN(S(=O)(=O)c3ccc(F)cc3)CC2)c(C)c1	-6	-1	-10	-11	12	4	-6	2	·	19
COc1cc(CN2CCN(Cc3cccc(OC)c3OC)CC2)cc(OC)c1	1	-12	-10	-1	-18	-4	3	5	0.4	5
CC(CCc1ccccc1)NC(=O)CN1CCN(c2ccc(O)cc2)CC1 (centres undefined)	1	-11	1	3	-6	26	-5	1	-0.2	28
COc1cc(Cl)ccc1OCc1cc(C(=O)N2C[C@H]3CC[C@H]2C3)no1	2	16	-11	47	-159	-130	·	4	3.5	-1
O=C(NCCc1nccs1)C1CCC(=O)N(Cc2cccc(C(F)(F)F)c2)C1 (centres undefined)	-3	-8	7	9	-28	1	7	0	-0.2	10
COc1ccc(NC(=O)Nc2ccc3c(c2)CCC3)cc1	-7	21	4	33	-138	-149	-6	-4	3.5	18
CC(=O)c1cccc(OCc2cc(C(=O)N3C[C@@H](C)O[C@@H](C)C3)no2)c1	1	15	-13	15	-72	-75	-3	0	2.1	16
COc1ccccc1Cn1c(=O)c2ccccc2n2c(SCc3csc(C)n3)nnc12	-1	10	-1	0	-28	18	-1	0	-0.4	10
CCCOc1ccc2cc(-c3ccccn3)c(=O)oc2c1	4	-34	44	-42	-7	77*	-162	36*	-2.1	13
